sdo1 growth: growth rescue of sdo1-depleted yeast, primary screen, S. cerevisiae, bone marrow failure model; S. cerevisiae sdo1-depleted JHY4D growth rescue, OD600 30 h; stronger effect = higher value; pdr5 snq2 efflux-pump mutant strain; z-score at 10 µM; actives 0.21% (n = 140,000); AID 817, 2007;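 active = z-score above 3 at both the 24 hr and the 30 hr optical density reads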;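 note: z-score against mean and SD of all compound wells on the same plate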
Insulin prom inh: inhibitors of insulin promoter-driven GFP, primary screen, imaging, TRM-6 cells (human fetal islet line), eGFP reporter, cell count | inhibition, % at 2 µM | actives 0.9% (n = 130,000) | reporter expression induced with tamoxifen;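 active = inhibition above the mean plus 3 SD, with well images judged a real hit on visual review, cut at about 60% in these data, passing the limit was not always enough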
sdo1 growth Rescue 24 h: second read-out of sdo1 growth, no call of its own (marks repeat the call); z-score; S. cerevisiae sdo1-depleted JHY4D growth rescue, OD600; measured here: growth rescue at 24 h;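 0 is the plate mean of compound wells and units are plate SD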
The depositor's hits bear a star.

What do the screens show for `COc1ccc(OC)c(S(=O)(=O)N2CCN(c3c(C)cccc3C)CC2)c1`?
sdo1 growth: -1.2; sdo1 growth Rescue 24 h: -0.89

How did CCc1ccc(/C=c2\s/c(=C\C(=O)C(C)(C)C)[nH]c2=O)cc1 do in these assays?
sdo1 growth: -1.6; Insulin prom inh: -21; sdo1 growth Rescue 24 h: -0.88

How did CCOCC(=O)Nc1cccc(Br)c1 do in these assays?
sdo1 growth: 0.75; Insulin prom inh: -39; sdo1 growth Rescue 24 h: 0.41

Results for CC(=O)NCC(=O)NC(Cc1ccccc1)C(N)=O (stereo not given) ?
sdo1 growth: 0.39; sdo1 growth Rescue 24 h: -0.21

How did CC(C)OC(=O)c1cc(NC(=S)Nc2ccc([N+](=O)[O-])cc2)cc(C(=O)OC(C)C)c1 do in these assays?
sdo1 growth: -1.9; sdo1 growth Rescue 24 h: -0.03

What do the screens show for `CCCC(C)(C)NC(=O)CCCCC(=O)NC(C)(C)CCC`?
sdo1 growth: 1.1; sdo1 growth Rescue 24 h: 1.3

Results for COc1cccc(C(=O)N2CCn3c2nc2ccccc23)c1 ?
Insulin prom inh: -72

What do the screens show for `CCCS(=O)(=O)N1CCN(Cc2ccc3c(c2)c2ccccc2n3CC)CC1`?
sdo1 growth: -1.1; Insulin prom inh: 24; sdo1 growth Rescue 24 h: -0.64

How did O=CN1CCC(=O)N(Cc2ccccc2)c2ccccc21 do in these assays?
sdo1 growth: 0.14; sdo1 growth Rescue 24 h: -0.64

What do the screens show for `CC(C)c1ccc(NC(=O)COc2nnc(-c3cccs3)c(-c3cccs3)n2)cc1`?
sdo1 growth: -1.2; sdo1 growth Rescue 24 h: -1.3

How did COC(=O)C1=C(C)n2cnnc2NC1c1ccc(Cl)cc1 (stereo not given) do in these assays?
sdo1 growth: 0.92; sdo1 growth Rescue 24 h: 0.61

What do the screens show for `CCOc1ccccc1NC(=O)CCC(=O)Nc1ccccc1OCC`?
sdo1 growth: 0.14; Insulin prom inh: 4; sdo1 growth Rescue 24 h: -0.1

Results for CCN(CC)S(=O)(=O)c1ccc(OC)c(NC(=S)Nc2cccc(C)c2C)c1 ?
sdo1 growth: -1.2; Insulin prom inh: 14; sdo1 growth Rescue 24 h: -0.91

How did Cc1ccccc1C(=O)N/C(=C/c1ccc(-c2cccnc2Cl)o1)C(=O)NCCCN1CCN(C)CC1 do in these assays?
sdo1 growth: 0.75; Insulin prom inh: -68; sdo1 growth Rescue 24 h: 0.63

How did CCC(=O)Nc1nc(C)nc(C)c1C(C)=O do in these assays?
sdo1 growth: 0.5; Insulin prom inh: -6; sdo1 growth Rescue 24 h: 0.66

The last two records of the part above are carried over, then new ones follow.
How did Cc1ccccc1C(=O)N/C(=C/c1ccc(-c2cccnc2Cl)o1)C(=O)NCCCN1CCN(C)CC1 do in these assays?
sdo1 growth: 0.75; Insulin prom inh: -68; sdo1 growth Rescue 24 h: 0.63

How did CCC(=O)Nc1nc(C)nc(C)c1C(C)=O do in these assays?
sdo1 growth: 0.5; Insulin prom inh: -6; sdo1 growth Rescue 24 h: 0.66

What do the screens show for `COc1cc(OC)c(C(=O)Nc2ncn[nH]2)cc1OC`?
Insulin prom inh: -181

What do the screens show for `Cc1ccc(-c2nnc(-c3ccncc3)n2-c2ccc(C)cc2)cc1`?
sdo1 growth: -1.4; Insulin prom inh: -15; sdo1 growth Rescue 24 h: -0.83

How did O=C(c1ccc2c(=O)n(CC3CCCO3)c(=S)[nH]c2c1)N1CCN(c2ccccc2)CC1 (stereo not given) do in these assays?
sdo1 growth: 0.74; Insulin prom inh: -61; sdo1 growth Rescue 24 h: -0.23

What do the screens show for `CCOP(=O)(OCC)C(NC(=O)Nc1ccccc1)c1ccccc1` (stereo not given)?
sdo1 growth: 0.71; sdo1 growth Rescue 24 h: 0.13

How did O=C(c1sc2ccccc2c1Cl)N1CCN(c2ccc(F)cc2)CC1 do in these assays?
sdo1 growth: -1; sdo1 growth Rescue 24 h: 0.17

How did O=C(NCc1cccs1)c1cnc2sccn2c1=O do in these assays?
sdo1 growth: 0.41; sdo1 growth Rescue 24 h: -0.26

Results for CCOC(=O)CSc1nnc(-c2ccc(Cl)cc2Cl)o1 ?
sdo1 growth: 0.22; Insulin prom inh: -47; sdo1 growth Rescue 24 h: 0.39

What do the screens show for `CC(C)NC(=O)c1ccc(C2SCC(=O)N2Cc2ccccc2)cc1` (stereo not given)?
sdo1 growth: 1.5; Insulin prom inh: 66; sdo1 growth Rescue 24 h: 2

What do the screens show for `CN(c1cccc(NC(=O)CN(c2cccc(Cl)c2)S(=O)(=O)c2ccccc2)c1)S(C)(=O)=O`?
sdo1 growth: 1.1; sdo1 growth Rescue 24 h: 1

How did O=C1/C(=C\c2cccnc2)CCc2ccccc21 do in these assays?
sdo1 growth: -0.72; sdo1 growth Rescue 24 h: -0.61

What do the screens show for `O=C(N/N=C\c1c(O)ccc2ccccc12)c1ccc(S(=O)(=O)N2CCCCC2)cc1`?
sdo1 growth: -0.31; Insulin prom inh: 47; sdo1 growth Rescue 24 h: -0.46

How did O=C1CC(c2ccco2)CC(O)=C1C=NCC1NCCc2ccccc21 (stereo not given) do in these assays?
sdo1 growth: 0.26; Insulin prom inh: -17; sdo1 growth Rescue 24 h: 0.18

Results for CN(C)c1nc(C#N)nc(N(C)C)n1 ?
Insulin prom inh: -133

Results for Cc1cc(C)c2oc(-c3ccc(C)c(NC(=S)NC(=O)/C=C/c4ccco4)c3)nc2c1 ?
sdo1 growth: -1.1; Insulin prom inh: 26; sdo1 growth Rescue 24 h: 0.13

What do the screens show for `Cc1c(C(=O)N2CCN(C)CC2)oc2c1C(=O)CC(C)(C)C2`?
sdo1 growth: 1.4; Insulin prom inh: 8; sdo1 growth Rescue 24 h: 1.3

Results for O=C(Cn1nnc2ccccc2c1=O)Nc1ccc2c(c1)CCC2 ?
sdo1 growth: -0.97; Insulin prom inh: 29; sdo1 growth Rescue 24 h: -1.2

What do the screens show for `CCN(CC)CC(=O)NC12CC3CC(CC(C3)C1)C2`?
sdo1 growth: 0.47; Insulin prom inh: -17; sdo1 growth Rescue 24 h: 0.43

What do the screens show for `Cc1ccc(C(=O)NCC(=O)NCC(=O)OCC(=O)c2ccc(F)cc2)cc1`?
sdo1 growth: -0.6; Insulin prom inh: -54; sdo1 growth Rescue 24 h: -1.4

What do the screens show for `CCOC(=O)C(NC(=O)c1cccc(Cl)c1)(Nc1sc2c(c1C(N)=O)CCC2)C(F)(F)F` (stereo not given)?
sdo1 growth: -0.31; Insulin prom inh: -10; sdo1 growth Rescue 24 h: -0.37

What do the screens show for `COc1ccccc1NC(=O)Nc1ccc2c(c1)nc(C)n2C`?
Insulin prom inh: 18

What do the screens show for `COc1ccc(-c2[nH]nc(-c3ccccc3)c2-c2nc3ccccc3[nH]2)cc1`?
sdo1 growth: -0.66; Insulin prom inh: 44; sdo1 growth Rescue 24 h: -0.64

What do the screens show for `CCOC(=O)C1CCCN(Cc2cc(Br)c(OC)cc2OC)C1` (stereo not given)?
sdo1 growth: 0.76; Insulin prom inh: 14; sdo1 growth Rescue 24 h: 0.02

What do the screens show for `COCCCNC(=O)c1cc2c(-c3ccc(Cl)cc3)nn(C)c2s1`?
sdo1 growth: -0.76; sdo1 growth Rescue 24 h: -0.68

Results for O=C(Cn1cncn1)NCc1ccc(Cl)cc1 ?
sdo1 growth: 0.97; Insulin prom inh: 27; sdo1 growth Rescue 24 h: -0.26

What do the screens show for `CCS(=O)(=O)c1c([N+](=O)[O-])ncn1C`?
sdo1 growth: 1.1; Insulin prom inh: -54; sdo1 growth Rescue 24 h: 0.17

How did CCOC(=O)C(NC(=O)c1ccccc1Cl)(Nc1ccc(C)c(C)c1)C(F)(F)F (stereo not given) do in these assays?
sdo1 growth: -0.9; Insulin prom inh: -177; sdo1 growth Rescue 24 h: -1.1

Results for O=C1c2ccccc2C(=O)N1CC1=CCS(=O)(=O)C1 ?
sdo1 growth: 0.89; sdo1 growth Rescue 24 h: 1

What do the screens show for `CCOC(=O)C(NC(=O)c1ccc(F)cc1)(Nc1sc2c(c1C(N)=O)CCC2)C(F)(F)F` (stereo not given)?
sdo1 growth: 0.03; Insulin prom inh: 8; sdo1 growth Rescue 24 h: 0.18

How did COc1cccc(S(=O)(=O)Nc2ccc3sc(C)nc3c2)c1 do in these assays?
sdo1 growth: 0.54; Insulin prom inh: -3; sdo1 growth Rescue 24 h: 0.47

How did Cc1cc(C)n(-c2cc(N3CCOCC3)nc(-c3ccccc3)n2)n1 do in these assays?
sdo1 growth: -2.2; Insulin prom inh: -8; sdo1 growth Rescue 24 h: 0.91

What do the screens show for `CCNC(=O)c1c(O)c2cccc3c2n(c1=O)CC3`?
sdo1 growth: -1.8; Insulin prom inh: 7; sdo1 growth Rescue 24 h: -1.7

What do the screens show for `COc1ccccc1CNC(=O)c1ccc2nc3[nH]c4ccccc4c3nc2c1`?
sdo1 growth: -0.38; sdo1 growth Rescue 24 h: 0.58

How did CC(/C=N\NC(=O)CN1CCN(S(=O)(=O)c2ccc(C)cc2)CC1)=C\c1ccccc1 do in these assays?
sdo1 growth: -0.58; Insulin prom inh: -26; sdo1 growth Rescue 24 h: -0.5

How did COc1ccc([N+](=O)[O-])cc1NC1C2CC3CC(C2)CC1C3 (stereo not given) do in these assays?
sdo1 growth: -0.72; sdo1 growth Rescue 24 h: -0.48

Results for CC(C)(C)c1nc2ccccc2c2nnc(SCC(=O)NCc3ccco3)n12 ?
sdo1 growth: -0.8; sdo1 growth Rescue 24 h: 0.01

Results for CC(C)NC(=O)CCCc1ccccc1 ?
sdo1 growth: -0.04; sdo1 growth Rescue 24 h: -0.48

What do the screens show for `CCN(CC)CCCNC(=O)c1cc(-c2ccc(O)cc2)on1`?
sdo1 growth: 0.37; sdo1 growth Rescue 24 h: 0.49

How did C/C(CC(=O)Nc1ccc(Cl)cc1)=N\NC(=O)C(=O)N1CCCCC1 do in these assays?
Insulin prom inh: 39

What do the screens show for `COc1ccccc1NC(=O)c1nnn(CC(=O)Nc2ccccc2)c1N`?
sdo1 growth: 0.59; Insulin prom inh: 30; sdo1 growth Rescue 24 h: 0.64

What do the screens show for `O=C(NCc1ccco1)c1c(O)c2cccc3c2n(c1=O)CCC3`?
sdo1 growth: -0.69; Insulin prom inh: -9; sdo1 growth Rescue 24 h: 0.81

What do the screens show for `CCCCc1cc(O)c(CCCC)c(O)c1`?
sdo1 growth: -1.8; sdo1 growth Rescue 24 h: -1.5

Results for O=C(CSc1ccc(-c2cccnc2)nn1)N1CCCC1 ?
Insulin prom inh: -58

Results for CC(=O)Nc1cccc(C(=O)N2CCN(Cc3ccccc3)CC2)c1 ?
sdo1 growth: 0.43; Insulin prom inh: 50; sdo1 growth Rescue 24 h: 0.59

What do the screens show for `NC(=O)COC(=O)CC1CC2CCC1C2` (stereo not given)?
Insulin prom inh: 41

How did CC(C)OC(=O)CCC(=O)Nc1nc2ccccc2s1 do in these assays?
sdo1 growth: 0.4; Insulin prom inh: 7; sdo1 growth Rescue 24 h: 0.21

Results for CN(C)c1ccc(C(=O)OCC(=O)NCC2CCCO2)cc1 (stereo not given) ?
sdo1 growth: 0.9; sdo1 growth Rescue 24 h: 0.67

What do the screens show for `O=C(Nc1cccc(C(=O)O)c1)/C(=C\c1ccc2c(c1)OCO2)NC(=O)c1ccc(Br)o1`?
Insulin prom inh: 47

Results for Nc1[nH]n2c(=O)c3c(nc2c1N=Nc1ccc(Cl)cc1)CCCC3 ?
sdo1 growth: 0.14; Insulin prom inh: -10; sdo1 growth Rescue 24 h: -0.3

Results for O=C(Nc1ccc2c(c1)OCO2)N1CCN(c2ncccn2)CC1 ?
sdo1 growth: 0.34; Insulin prom inh: 64; sdo1 growth Rescue 24 h: -0.23

By substructure: those above containing a thiophene ring, fused or not
What do the screens show for `CC(C)c1ccc(NC(=O)COc2nnc(-c3cccs3)c(-c3cccs3)n2)cc1`?
sdo1 growth: -1.2; sdo1 growth Rescue 24 h: -1.3

How did O=C(c1sc2ccccc2c1Cl)N1CCN(c2ccc(F)cc2)CC1 do in these assays?
sdo1 growth: -1; sdo1 growth Rescue 24 h: 0.17

How did O=C(NCc1cccs1)c1cnc2sccn2c1=O do in these assays?
sdo1 growth: 0.41; sdo1 growth Rescue 24 h: -0.26

What do the screens show for `CCOC(=O)C(NC(=O)c1cccc(Cl)c1)(Nc1sc2c(c1C(N)=O)CCC2)C(F)(F)F` (stereo not given)?
sdo1 growth: -0.31; Insulin prom inh: -10; sdo1 growth Rescue 24 h: -0.37

What do the screens show for `COCCCNC(=O)c1cc2c(-c3ccc(Cl)cc3)nn(C)c2s1`?
sdo1 growth: -0.76; sdo1 growth Rescue 24 h: -0.68

What do the screens show for `CCOC(=O)C(NC(=O)c1ccc(F)cc1)(Nc1sc2c(c1C(N)=O)CCC2)C(F)(F)F` (stereo not given)?
sdo1 growth: 0.03; Insulin prom inh: 8; sdo1 growth Rescue 24 h: 0.18

Screening results (PubChem)
